Bim-Bcl-2: disrupts Bim peptide binding to human Bcl-2 | P10415 | inhibition, % at 10 µM | Bead-based flow cytometry, Bim peptide-Bcl-2 binding | AID 950 | 190,000 tested, 0.06% active; in the data active = inhibition above about 40%; inconclusive = no clear call, values can overlap the other calls;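 also: 0% = no compound wells with probe peptide and 100% = reference peptide inhibitor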
Target sequence (P10415 whole entry, looked up): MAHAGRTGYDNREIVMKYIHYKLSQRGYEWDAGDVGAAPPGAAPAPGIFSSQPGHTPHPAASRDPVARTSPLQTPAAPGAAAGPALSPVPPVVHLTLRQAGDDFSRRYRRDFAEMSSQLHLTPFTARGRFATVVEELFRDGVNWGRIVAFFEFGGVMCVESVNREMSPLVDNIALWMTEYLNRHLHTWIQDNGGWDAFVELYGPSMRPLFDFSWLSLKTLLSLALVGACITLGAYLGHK
Bim-Bcl-W: disrupts Bim peptide binding to human Bcl-W. bead-based flow cytometry. inhibition, % at 10 µM. 190,000 tested, 0.02% active;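 also: 0% = bound tracer without compound and 100% = peptide blocker; higher means less fluorescent Bim peptide bound to Bcl-W beads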
Target sequence (Q92843 whole entry, looked up): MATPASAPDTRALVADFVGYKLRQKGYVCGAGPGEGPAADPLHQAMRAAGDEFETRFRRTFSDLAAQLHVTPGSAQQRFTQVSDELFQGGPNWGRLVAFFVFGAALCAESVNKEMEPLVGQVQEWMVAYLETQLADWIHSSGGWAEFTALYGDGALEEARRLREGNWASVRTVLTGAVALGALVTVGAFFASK
Bim-Bcl-B: inhibitors of Bim-Bcl-B interaction, human. Q9HD36. bead-based flow cytometry, Bim peptide-Bcl-B binding. inhibition, % at 10 µM. 190,000 tested, 0.073% active. AID 951;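 also: 0% = tracer peptide without compound and 100% = reference inhibitor peptide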
ABCB1 block: blocks JC-1 efflux by human ABCB1 transporter; P08183; CCRF-Adr cells, flow cytometry; inhibition, % at 6.6 µM; 190,000 tested, 0.067% active; in the data active = inhibition above about 40%;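 also: 0% = vehicle and 100% = reference inhibitor; higher value means more JC-1 retained so stronger ABCB1 efflux block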
GSH fluor: GSH bead compound fluorescence profile; GSH beads flow cytometry, compound fluorescence 488/530 nm; active compounds read high; fluorescence (KMESF) at 10 µM; 190,000 tested, 0.25% active; in the data active = fluorescence above about 89;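 also: glutathione beads carrying GST-tagged Bcl family fusion proteins plus one bare bead set; values are compound well signal with DMSO vehicle wells as background; inactives centre near 16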
RGS7-Gao: regulators of human RGS7-Galphao interaction. P09471. Multiplexed bead flow cytometry, RGS7-Galphao binding; actives lie on both sides. binding response (% of control), % at 10 µM. 220,000 tested, 0.35% active. AID 1439; in the data active = binding response below about 49% or above about 150%; inconclusive = no clear call, values can overlap the other calls; inactive = in between;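 also: fluorescent Galphao held in activated GDP-AlF4 state binding bead-coupled RGS7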
Target sequence (P09471 whole entry, looked up): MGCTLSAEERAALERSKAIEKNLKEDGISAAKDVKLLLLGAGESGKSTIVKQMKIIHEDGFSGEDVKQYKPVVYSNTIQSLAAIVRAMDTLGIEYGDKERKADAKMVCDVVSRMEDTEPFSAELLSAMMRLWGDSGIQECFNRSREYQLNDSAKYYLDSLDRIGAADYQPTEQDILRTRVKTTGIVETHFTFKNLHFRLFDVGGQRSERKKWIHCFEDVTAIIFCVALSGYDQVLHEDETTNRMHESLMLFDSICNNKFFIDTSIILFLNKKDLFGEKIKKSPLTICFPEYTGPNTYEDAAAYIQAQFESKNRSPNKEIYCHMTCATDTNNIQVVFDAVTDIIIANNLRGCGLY
Bfl-1 Bim block: inhibitors of Bim-Bfl-1 interaction, human | Q16548 | Bead-based flow cytometry, Bim-Bfl-1 binding inhibition | inhibition, % at 10 µM | 190,000 tested, 0.12% active;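 also: 0% = wells without compound plus tracer and 100% = blocker peptide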
RGS4-Gao reg: modulates binding of RGS4 to human Galphao | P09471 | Multiplexed bead flow cytometry; actives lie on both sides | binding response (% of control), % at 10 µM | 220,000 tested, 0.33% active; in the data active = binding response below about 49% or above about 150%; inactive = in between;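 also: fluorescent Galphao activated with aluminum fluoride binding bead-coupled RGS4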
RGS8-Gao: human RGS8-Galphao interaction regulation. 220,000 tested, 0.34% active. AID 1423. response (percent of control binding), % at 10 µM. P09471. multiplexed bead flow cytometry, RGS8-Galphao binding; actives lie on both sides; in the data active = response below about 60% or above about 140%; inactive = in between;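 also: Galphao activated as the GDP aluminium fluoride complex binding bead-coupled RGS8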
Bcl-XL Bim block: human Bim-Bcl-XL interaction inhibition; Q07817; Bim peptide-Bcl-XL binding, bead flow cytometry, fluorescence; inhibition, % at 10 µM; 190,000 tested, 0.04% active; AID 1007
Target sequence (Q07817 whole entry, looked up): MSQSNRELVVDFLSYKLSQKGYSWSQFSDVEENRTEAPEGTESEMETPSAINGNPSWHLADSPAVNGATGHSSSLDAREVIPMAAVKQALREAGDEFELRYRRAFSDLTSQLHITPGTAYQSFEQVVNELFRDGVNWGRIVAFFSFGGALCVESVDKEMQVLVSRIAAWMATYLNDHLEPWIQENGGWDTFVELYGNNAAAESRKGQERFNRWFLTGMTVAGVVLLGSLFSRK
ABCG2 inh: human ABCG2 inhibition, ABCB1 as counter-screen. 190,000 tested, 0.1% active. Q9UNQ0. IgMXP3 cells, JC-1 efflux, flow cytometry. inhibition, % at 6.6 µM;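 active = inhibition above 80%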;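 also: 0% = DMSO and 100% = nicardipine control wells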
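Times: 10 min at 25 °C | Test system: Two drug-resistant human cell lines, ABCG2 and ABCB1 | Quantity: 3 million cells/mL final, two lines in 1:1 ratio | Signal: Flow cytometry, 530 nm JC-1 signal | Dosing: Compound at 6.6 µM | Controls: Nicardipine and DMSO wells | Reagent: JC-1 as fluorescent efflux pump substrate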
Numbers without * were called inactive; u = inconclusive; [ ] = another dose, or the depositor's remark. Rule as the data show it, unless noted: active = inhibition above about 40%. Hits appear at their usual frequency; any-hit rate near 1.1%.

SMILES	Bim-Bcl-2	Bim-Bcl-W	Bim-Bcl-B	ABCB1 block	GSH fluor	RGS7-Gao	Bfl-1 Bim block	RGS4-Gao reg	RGS8-Gao	Bcl-XL Bim block	ABCG2 inh
Cc1cc(C)n(C2CCCCC2OC(=O)c2ccccc2)n1 (stereo not drawn)	-14	-2	-8	4.3	35	97	-17	99	102	-10	11
O=C(/C=C/c1ccc(Br)cc1)NC(=O)c1ccccc1O	0	-2	-3	-1.1	15	u	-3	103	105	-3	0
Cc1ccc2c(CC(=O)NCc3cccs3)coc2c1	-1	-4	-5	1.4	10	101	-2	105	102	-3	9
CCOC(=O)C1(Cc2ccccc2)CCN(CC2CC=CCC2)CC1 (stereo not drawn)	-1	0	-2	1.2	12	102	-2	105	103	0	1
CCC(C)NS(=O)(=O)c1ccc(OC)c(Cl)c1Cl (stereo not drawn)	-15	2	-26	-0.4	38	104	-13	101	103	-12	3
CCN(CCO)Cc1cc(=O)oc2c(C)c(C)ccc12	-18	-4	-15	0.8	26	100	-20	101	101	-14	12
Cc1ccc(C(=O)NC(O)C(Cl)Cl)cc1 (stereo not drawn)	-5	-4	-6	1.6	19	113	-2	161*[activator]	104	-6	2
CCCCCCCCC(=O)N/N=C/c1ccccn1	-2	0	-1	0.1	18	97	0	101	98	0	1
Cc1nc(NC(=O)/C=C/c2ccccc2)sc1C(=O)NCCO	0	1	-2	-0.2	10	u	-4	105	104	0	1
O=c1c2ccccc2nnn1CSc1nnc(-c2ccco2)o1	0	1	-1	0.5	26	97	0	98	98	-4	2
Cc1cc(C)n(-c2nc3nonc3nc2Nc2cccc(C)c2C)n1	-10	-2	-10	1.3	30	99	-14	106	104	-5	56
COCCOC(=O)C1=C(C)OC(N)=C(C#N)C1c1ccco1 (stereo not drawn)	-5	-4	-4	0.3	19	96	-17	96	97	-4	16
Cc1ccc(S(=O)(=O)N2c3ccccc3OCC2C(C)(C)C)cc1 (stereo not drawn)	-18	0	-13	0.2	9	97	-16	99	103	-4	1
O=C(COc1ccc2ccccc2c1)N1CCN(c2ccccc2O)CC1	0	0	2	0.9	16	100	-1	99	100	0	3
COc1cc(/C=C2\SC(=S)N(Nc3ccccc3)C2=O)cc(OC)c1OC	3	0	-8	0.1	8	96	0	99	96	0	0
COc1ccccc1N=Cc1nc(-c2ccccc2)oc1OC(C)=O	-8	-3	-8	-0.1	25	100	-17	102	102	-7	0
Cc1ccccc1NC(=O)CN1CCC(NC(=O)Nc2ccccc2)CC1	-11	0	-9	0.5	25	105	-15	104	107	-16	5
COC(=O)Nc1ccc(S(=O)(=O)Nc2ccccc2F)cc1	0	0	-1	0.6	14	96	0	99	101	0	1
CN(C(=S)Oc1ccc(C(=O)Nc2ccccc2)cc1)c1ccccc1	1	-2	-7	0.3	10	104	1	104	107	-2	1
COc1ccc(S(=O)(=O)NCC2CCCN(C(=O)C3CCCC3)C2)cc1 (stereo not drawn)	-3	-4	-1	0.7	25	121	1	113	111	-4	1
CCO/C=C1/C(=O)N(CC)c2ccccc21	-6	-6	-9	0.3	13	100	-11	100	99	-5	2
COc1cccc(Nc2ncccc2C(=O)NCc2ccccc2)c1	-5	3	-26	1.2	51	107	-8	108	107	-6	9
CC[N+](CC)(CC)C/C=C/CN1CCCCC1	-3	-4	-6	0.8	10	91	-6	90	93	-6	3
c1ccc(C(c2ccccc2)N2CCN(C(c3ccccn3)c3nnnn3C3CCCC3)CC2)cc1 (stereo not drawn)	-2	-5	-5	1.3	11	100	-4	103	99	-5	0
COC(=O)c1sccc1NC(=O)CSc1ccccc1N	1	-2	4	0.7	13	96	4	97	97	0	2
COc1cccc(/C=N/c2oc(-c3ccccc3)cc2C#N)c1O	-9	4	-13	0.0	47	105	-9	105	105	-3	1
O=C1/C(=C/c2cccs2)CCC1C1CCCC1 (stereo not drawn)	0	3	-1	-0.4	13	100	-5	103	102	0	0
O=C(c1ccc(-c2ccccc2)cc1)N1CCN(c2ncccn2)CC1	-1	0	0	-0.1	17	100	-1	101	105	0	0
COc1cccc(C(C(=O)NC2CCCCC2)N(C(=O)Cc2cccs2)c2ccc(-n3cnnn3)c(OC)c2)c1 (stereo not drawn)	-3	0	-5	2.6	14	99	-1	100	103	-1	4
Cc1cccc2cc(C#N)c(NCCNC(=O)COc3ccccc3)nc12	0	0	-4	0.3	18	103	-3	99	102	-3	2
Cc1cccc(C)c1NS(=O)(=O)c1ccc(NC(=O)c2ccc(Cl)c([N+](=O)[O-])c2)cc1	-2	-5	-6	-0.3	14	82	-6	88	88	-1	0
O=C(c1ccccc1)[C@H]1[C@H](c2ccccc2)[C@@]2(N=C(c3ccccc3)OC2=O)C2c3ccccc3C=NN21 (stereo partly drawn)	-7	-2	-6	0.0	23	102	-13	102	100	-7	1
COc1ccc(CN2CCN(C(=O)C3CCC(CNS(=O)(=O)c4ccc(C)cc4)CC3)CC2)c(OC)c1OC (stereo not drawn)	8	4	0	-0.2	17	105	10	111	116	3	0
O=C(c1ccc(CS(=O)(=O)c2ccc(Br)cc2)o1)N1CCCC1	-7	0	-5	1.1	22	103	-8	101	100	0	4
NC(=O)C1(N2CCCCC2)CCN(c2nc(-c3ccccc3)cs2)CC1	-2	-3	-2	0.6	20	97	0	96	100	-4	1
CC(C)Oc1ccc(C(CC(=O)O)n2cnnn2)cc1 (stereo not drawn)	-3	0	-2	0.1	10	100	-11	100	103	-2	0
COc1cc(NC(=O)CSc2c3c(nc4ccccc24)CCC3)cc(OC)c1OC	-3	-2	-6	3.5	11	105	0	106	103	-7	11
COc1cc(NC(=O)c2ccccc2[N+](=O)[O-])ccc1NC(=O)C(C)C	-3	0	-5	0.5	12	96	-1	93	102	-3	19
O=C(CNC(=O)c1ccccc1Cl)N/N=C/C=C/c1ccccc1	-5	-1	-7	-2.8	12	100	-3	101	102	-6	1
O=C(c1cccnc1)N1CCN(C(=O)c2ccco2)CC1	0	-2	0	-0.3	16	104	-1	101	100	-1	0
O=C(O)C(Cc1ccccc1)N1C(=O)c2cccc3cccc(c23)C1=O (stereo not drawn)	-3	-2	-1	1.3	13	102	-4	101	101	-3	7
Cc1cc(C(=O)NCc2cc(C)n(C)n2)sc1-c1ccccc1	-9	-2	-10	1.2	32	99	-7	95	102	-5	7
Cc1ccc(NC(=O)N2CCC(C(=O)Nc3ccc(C)cc3C)CC2)cc1	-4	-1	-3	0.2	14	99	-1	102	101	-3	2
O=C(CN1C(=O)CCC1=O)Nc1ccc2c3c(cccc13)CC2	-7	0	-6	0.4	37	104	-14	104	105	-3	1
COc1ccccc1N1CCN(C(=O)COc2ccc(S(=O)(=O)NC(C)(C)C)cc2)CC1	-6	-2	-6	6.0	18	101	-6	99	99	-4	7
CCOC(=O)C1=C(C)N=c2s/c(=C\c3ccc(OCC(=O)O)cc3)c(=O)n2C1c1ccc(OC(C)C)cc1 (stereo not drawn)	0	6	-2	-0.8	6	100	-2	98	98	0	-6
CC(=O)CC(=O)Nc1ccn(-c2ccccc2)n1	-8	0	-4	0.4	34	103	-13	97	96	6	0
CCc1cc(C=C(Cl)Cl)oc(=O)c1C	-7	-3	0	0.4	14	95	-3	98	98	-5	4
COc1cc(NC(=S)N2CCN(Cc3ccccc3)CC2)cc(OC)c1	0	-2	2	0.2	11	108	0	105	112	-1	6
O=C(c1ccc(S(=O)(=O)N2CCCCC2)cc1)N1CCN(c2ccccc2F)CC1	-6	-5	-16	0.6	17	101	-13	103	100	-8	0
COc1cc(C(=O)Oc2cccc(C)c2)cc(OC)c1OC	-13	-3	-10	1.6	29	102	-17	100	102	-4	30
COc1ccc(C2Nc3ccccc3C(=O)N2O)cc1CN1CCOCC1 (stereo not drawn)	-6	-3	-6	1.0	17	87	-15	99	99	-6	7
O=C(O)CN1C(=O)CSc2ccccc21	-11	2	-4	0.5	24	105	-12	105	104	-6	4
CCN(C1CCCCC1)S(=O)(=O)c1ccc(S(=O)(=O)N(CC(=O)Nc2ccccc2)C2CC2)cc1	-7	0	-2	0.1	16	95	-1	95	99	-3	0
C=Cn1ccnc1P(=S)(c1ccc2c(c1)c1ccccc1n2CC)c1nccn1C=C	0	0	-4	3.4	7	102	2	103	101	-3	4
CC1(C)Cc2cccc(OCC(=O)Nc3nccs3)c2O1	-5	0	-2	0.0	6	101	-13	99	102	-9	0
Cc1cc(C)n(-c2ccc(C(=O)NC3CCCCC3)cc2)n1	-3	-3	-7	0.8	60	108	-8	104	106	-3	4
CN(Cc1ccccc1)C(=O)C1CCCN(Cc2cccc(Cl)c2)C1 (stereo not drawn)	0	1	-1	0.1	12	101	-4	99	100	0	-2
c1ccc(OCCSc2nc3ccccc3[nH]2)cc1	-27	-1	-3	0.1	22	94	-1	88	95	-1	0
COc1cc(/C=N/Nc2nc(=O)[nH]nc2C)cc(OC)c1O	-1	2	-4	0.3	16	107	-1	103	99	3	11

5 entries from above, set out differently:
Results follow in this order: Bim-Bcl-2 | Bim-Bcl-W | Bim-Bcl-B | ABCB1 block | GSH fluor | RGS7-Gao | Bfl-1 Bim block | RGS4-Gao reg | RGS8-Gao | Bcl-XL Bim block | ABCG2 inh
> COc1cc(NC(=S)N2CCN(Cc3ccccc3)CC2)cc(OC)c1
 : 0 | -2 | 2 | 0.2 | 11 | 108 | 0 | 105 | 112 | -1 | 6
> O=C(O)C(Cc1ccccc1)N1C(=O)c2cccc3cccc(c23)C1=O (stereo not drawn)
 : -3 | -2 | -1 | 1.3 | 13 | 102 | -4 | 101 | 101 | -3 | 7
> Cc1cc(C)n(-c2ccc(C(=O)NC3CCCCC3)cc2)n1
 : -3 | -3 | -7 | 0.8 | 60 | 108 | -8 | 104 | 106 | -3 | 4
> CCOC(=O)C1=C(C)N=c2s/c(=C\c3ccc(OCC(=O)O)cc3)c(=O)n2C1c1ccc(OC(C)C)cc1 (stereo not drawn)
 : 0 | 6 | -2 | -0.8 | 6 | 100 | -2 | 98 | 98 | 0 | -6
> Cc1cc(C(=O)NCc2cc(C)n(C)n2)sc1-c1ccccc1
 : -9 | -2 | -10 | 1.2 | 32 | 99 | -7 | 95 | 102 | -5 | 7

Following part.
SMILES	Bim-Bcl-2	Bim-Bcl-W	Bim-Bcl-B	ABCB1 block	GSH fluor	RGS7-Gao	Bfl-1 Bim block	RGS4-Gao reg	RGS8-Gao	Bcl-XL Bim block	ABCG2 inh
CCC(CC)C(=O)Nc1cccc(C(=O)Nc2ccc(S(=O)(=O)Nc3ccc(C)cc3)cc2)c1	-3	-3	-3	-0.1	26	100	-1	100	99	-4	0
O=C(COC(=O)/C=C/c1cccs1)Nc1ccccc1Cl	-2	-3	-5	0.0	8	100	-4	98	100	-4	2
COc1cc2c(cc1OC)C(c1cc([N+](=O)[O-])ccc1O)NCC2 (stereo not drawn)	-1	-1	0	0.7	12	102	-4	100	101	-1	2
CC(C)N(C(=O)COC(=O)[C@@H]1CC(O)CN1S(=O)(=O)c1ccccc1[N+](=O)[O-])C(C)C (stereo partly drawn)	12	14	12	0.9	7	94	19	100	83	20	1
Cc1nc(CN2CCN(C(=O)NC3(c4ccccc4)CC3)CC2)cs1	-11	1	-11	1.0	23	110	-16	107	107	1	4
Cc1cccc(C2Nc3ccccc3C(=O)N2c2ccccc2)n1 (stereo not drawn)	-2	-3	-2	0.3	46	100	-6	99	101	-5	2
CCOC(=O)c1c(NC(=O)C[n+]2ccc(Cc3ccccc3)cc2)sc(C)c1C	-5	-1	-6	-1.9	18	103	-3	105	105	-1	-5

Screening results (PubChem)
